Screens from PubChem BioAssay.
KB-V1 MDR tox = qHTS assay for MDR1-selective chemotherapeutics: Primary screen using the drug-selected MDR subline cells KB-V1; KB-V1 MDR cells viability, CellTiter-Glo, 72 h; Potency, µM (titrated, usually from 46.1 µM), without a hit: top-dose activity change, negative = cytotoxicity, usual class: cytotoxic; 400,000 tested, 3.4% active; AID 1347076, 2019; note: nearly all actives have a fitted effect of over 60% in size
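Luminescent ATP read-out (CellTiter-Glo, 10 min) measures survival of drug-selected KB-V1 MDR cells after 72 h, 37 degrees C compound exposure. Medium: phenol-red-free DMEM, 10% FBS. Values from fitted concentration-response curves.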
ATXN2 expr inh = Primary qHTS for Inhibitors of ATXN expression; HEK-293 ATXN2-luciferase reporter, luminescence, 24 h; Potency, µM (top dose mostly 57 µM), for the others: at the highest dose activity change, negative = inhibition, hits mostly inhibitors; 360,000 tested, 0.72% active; AID 1745845, 2022; note: nearly all actives have a fitted effect of over 55% in size
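ATXN2-luciferase reporter cells (luciferase flanked by upstream and downstream ATXN2 gene portions) were treated 24 h at 37 °C with compounds at up to 57 uM. SteadyGlo luminescence gave expression; GF-AFC fluorescence gave viability.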
KB-3-1 cytotox = qHTS assay for MDR1-selective chemotherapeutics: Primary screen using the parental adenocarcinoma cell KB-3-1 | KB-3-1 viability, CellTiter-Glo ATP luminescence, 72 h | AID 1347075, 2019 | Potency, µM (top dose mostly 46.1 µM), for inactives: at the highest dose activity change, negative = cytotoxic, hits mostly cytotoxic | 400,000 tested, 1.4% active; note: nearly all actives have a fitted effect of over 60% in size
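Parental KB-3-1 adenocarcinoma cells in phenol-red-free DMEM with 10% FBS were pin-treated with compounds at several concentrations, incubated 72 h at 37 °C, and viability read by CellTiter-Glo luminescence; concentration-effect curves were fitted after normalization.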
Active calls of the source: *; ? = inconclusive; [ ] = remark or other dose. Calls come from the whole dose curve; as a rule, active = well fitted curve in the direction sought with a large enough effect; inconclusive = small, poorly fitted or top-dose-only effect, or another doubt; inactive = no such curve, though single readings can be large; an effect the other way counts as inactive or inconclusive. % is set by controls: 0 for no effect and ±100 for the full control effect; potency is the fitted concentration of half-maximal effect.

The first 4 entries as a preview:
SMILES | KB-V1 MDR tox | ATXN2 expr inh | KB-3-1 cytotox
O=C1CN(C(=O)Cc2ccccc2)C(c2ccc(F)cc2)c2cc(Br)ccc2N1 (stereo not given) | -9% | ? | -4%
COc1ccc(S(=O)(=O)n2nc(C)c(S(=O)(=O)N3CCC(C)CC3)c2C)cc1OC | 3% | 11% | -10%
Fc1ccc(Cc2cn3cc(-c4ccc(Cl)cc4)nc3s2)cc1 | ? | 25% | -7%
O=C(NCc1ccccc1Cl)c1ccc(NC(=O)c2nsc3ccccc23)cc1 | 15% | 36%[activator] | -1%

The list itself, from the start:
SMILES | KB-V1 MDR tox | ATXN2 expr inh | KB-3-1 cytotox
O=C1CN(C(=O)Cc2ccccc2)C(c2ccc(F)cc2)c2cc(Br)ccc2N1 (stereo not given) | -9% | ? | -4%
COc1ccc(S(=O)(=O)n2nc(C)c(S(=O)(=O)N3CCC(C)CC3)c2C)cc1OC | 3% | 11% | -10%
Fc1ccc(Cc2cn3cc(-c4ccc(Cl)cc4)nc3s2)cc1 | ? | 25% | -7%
O=C(NCc1ccccc1Cl)c1ccc(NC(=O)c2nsc3ccccc23)cc1 | 15% | 36%[activator] | -1%
O=C(COCc1cc(-c2ccc(F)cc2)on1)Nc1cccc(C(F)(F)F)c1 | 9% | -11% | 1%
Cc1cc2oc(C(=O)N(Cc3ccccc3)C3CCS(=O)(=O)C3)cc(=O)c2cc1C (stereo not given) | 0% | 15% | -2%
CCn1nc(C)c2c(-c3ccccc3)cc(=O)n(C(C)C(=O)NCc3cccc(OC)c3)c21 (stereo not given) | 3% | -13% | 1%
Cc1ccc(N2CC(c3nnc(Cc4ccc(Cl)cc4)o3)CC2=O)cc1 (stereo not given) | 7% | -9% | 2%
CCOC(=O)c1c(C)[nH]c(C)c1S(=O)(=O)NCC(=O)Nc1cc(C)ccc1OC | 16% | -7% | 9%
Cc1ccc(OCc2nc3ccccc3n2CC(C)C)cc1 | -16% | -12% | -10%
O=C(NCc1cccs1)c1ccc2c(c1)N(Cc1ccccc1Cl)C(=O)c1ccccc1S2 | -3% | -7% | 13%
COc1ccc(OC)c(-c2cc(C(=O)Nc3ccc(C)c(C)c3)no2)c1 | -2% | 9% | -7%
CCOc1ccc(NC(=O)c2sc(-n3nc(C)c(CCC(C)C)c3C)nc2C)cc1 | 6% | 9% | -9%
CCOc1ccc(-c2nc3c(C#N)c[nH]n3c2NC2CCCC2)cc1 | 11% | 8% | 4%
CCOC(=O)c1c(Nc2ccc(O)cc2)nnc(-c2ccccc2)c1-c1ccccc1 | 0% | -10% | 3%
CC(NC(=O)Nc1ccccc1C(F)(F)F)c1c(-n2cccc2)sc2c1CCCC2 (stereo not given) | -16% | -3% | 0%
COc1ccc(-c2noc(-c3ccc(NCC4CCCO4)c([N+](=O)[O-])c3)n2)cc1 (stereo not given) | ? | 0% | 4%
CC(=O)N1CCCc2cc(S(=O)(=O)N(C)CC(=O)Nc3cccc(Cl)c3C)ccc21 | -3% | -20% | -2%
COc1ccc(-c2cc(=O)n3[nH]cnc3n2)cc1 | 7% | 11% | 1%
O=c1c2oc3ccccc3c2n(Cc2ccc(Cl)cc2)c(=O)n1Cc1ccco1 | 11% | -16% | 0%
Cc1cccc(N(C)C(=O)CS(=O)(=O)c2cccc3nsnc23)c1 | 0% | 7% | 10%
COc1ccccc1CNc1ncnc2c1nc1n2CCCC1 | ? | 47%[activator] | -7%
COc1cc(CN(C(=O)c2ccccc2[N+](=O)[O-])c2ccccn2)cc(OC)c1OC | -8% | -3% | 2%
Cc1ccc2oc(-c3ccc(C)c(NC(=O)c4ccc(-c5ccccc5[N+](=O)[O-])o4)c3)nc2c1 | -20% | 55%[activator] | 17%
CCOC(=O)C1CCCN(C(=O)Cn2c(=O)cc(C)c3c(C)nn(C)c32)C1 (stereo not given) | 2% | -19% | -19%

Looked up one by one from above:
SMILES | KB-V1 MDR tox | ATXN2 expr inh | KB-3-1 cytotox
Fc1ccc(Cc2cn3cc(-c4ccc(Cl)cc4)nc3s2)cc1 | ? | 25% | -7%
O=C(NCc1cccs1)c1ccc2c(c1)N(Cc1ccccc1Cl)C(=O)c1ccccc1S2 | -3% | -7% | 13%
Cc1ccc(OCc2nc3ccccc3n2CC(C)C)cc1 | -16% | -12% | -10%
CCOc1ccc(NC(=O)c2sc(-n3nc(C)c(CCC(C)C)c3C)nc2C)cc1 | 6% | 9% | -9%
CCOC(=O)c1c(Nc2ccc(O)cc2)nnc(-c2ccccc2)c1-c1ccccc1 | 0% | -10% | 3%
Cc1ccc2oc(-c3ccc(C)c(NC(=O)c4ccc(-c5ccccc5[N+](=O)[O-])o4)c3)nc2c1 | -20% | 55%[activator] | 17%
COc1ccccc1CNc1ncnc2c1nc1n2CCCC1 | ? | 47%[activator] | -7%

New compounds follow.
SMILES | KB-V1 MDR tox | ATXN2 expr inh | KB-3-1 cytotox
CN1CCc2nc3sc(C(=O)Nc4ccccc4OC(F)(F)F)c(N)c3cc2C1 | -29% | ? | 7%
O=c1[nH]c(SCc2cccc(Cl)c2)nc2c1CCC2 | 8% | -4% | -28%
COc1ccc(/C=C/C(=O)Nc2nc3n(n2)C(c2ccccc2)C=C(c2ccc(Cl)cc2)N3)cc1 (stereo not given) | 2% | 8% | 1%
CCS(=O)(=O)c1ncc(Cl)c(C(=O)Nc2c(C(=O)Nc3cccc(C)c3)oc3ccccc23)n1 | -5% | 8% | 0%
Cc1ccccc1OCC(=O)Nc1ccc2[nH]c(=O)sc2c1 | 0% | -23% | 0%
COc1ccc(-c2cn3nc(N4CCCC(C(=O)Nc5cccc(OC)c5)C4)sc3n2)cc1 (stereo not given) | -11% | -12% | -15%
Cc1ccc(-n2nnc(-c3nsc(NC(=O)c4ccccc4C)n3)c2C)cc1Cl | ? | ? | -12%
COc1ccc(CNC(=O)CCc2nc(-c3ccc(C)cc3)no2)c(OC)c1 | ? | -16% | -28%
CCOc1ccc(NC(=O)Cn2c(=O)n(CCCCC(=O)NCCc3ccc(Cl)cc3)c(=O)c3ccccc32)cc1 | ? | 12% | 9%
Cc1cc(C)cc(Oc2coc3c(CN4CCN(C)CC4)c(O)ccc3c2=O)c1 | ? | 2% | ?
CCOc1ccc(C2Nc3ccccc3-c3nnc(SCc4ccccc4)nc3O2)cc1OC (stereo not given) | 0% | 3% | -10%
CCCNC(=O)c1cc2n(n1)CCCN(Cc1ccc(F)cc1)C2=O | 17% | 1% | -12%
COC(=O)c1ccc(Cn2nnc3sc4c(c3c2=O)CCC(C)C4)cc1 (stereo not given) | 0% | 49%[activator] | 10%
Cc1ccccc1CNC(=O)c1ccc(-c2nc(CS(=O)(=O)c3ccccc3)c(C)o2)cc1 | ? | -14% | 0%
COc1cccc(C(=O)c2cn(CC(=O)NCCc3ccccc3)c3nc(C)ccc3c2=O)c1 | -1% | 4% | 1%
COc1cccc(CNC(=O)C2(c3cccs3)CCOCC2)c1 | -13% | 1% | 1%
O=C(Oc1ccccc1F)c1nc(SCc2ccccc2F)ncc1Cl | -15% | -5% | -4%
CC(NC(=O)CN1C(=O)COc2ccc(S(=O)(=O)N3CCCCCC3)cc21)c1ccccc1 (stereo not given) | -1% | 2% | 4%
CCOC(=O)c1ccccc1NC(=O)c1cn(CC(C)C)c(=O)c2cc(OC)c(OC)cc12 | -6% | 10% | 18%
Cc1cccc2c1-c1sc(C(=O)N3CCN(c4ccc(F)cc4)CC3)cc1CO2 | -1% | -7% | -2%
CCOC(=O)c1ccc(NC(=O)NCCOCCn2c(=O)oc3ccccc32)cc1 | 0% | -18% | -11%
COc1ccc(Cl)cc1NC(=O)CSC1=Nc2ccccc2C2=NC(CC(=O)NCc3cccs3)C(=O)N12 (stereo not given) | 4% | -31% | -11%
O=S(=O)(c1cc(Br)c(Br)s1)N1CCN(c2ccccc2)CC1 | 9% | 2% | 12%
CCC(=O)N1c2ccccc2CC1C(=O)NCCN1CCN(c2cccc(C(F)(F)F)c2)CC1 (stereo not given) | -7% | -28% | -11%
CCOC(=O)CSc1nc(-c2ccc(Cl)cc2)cc(C(F)(F)F)c1C#N | ? | 11% | -7%
SMILES | KB-V1 MDR tox | ATXN2 expr inh | KB-3-1 cytotox
COc1ccc(Cn2c(CO)cnc2SCc2ccc(F)cc2)cc1 | ? | 3% | ?
O=C(NC1CCCCC1)c1ccc(CSc2nc3ccncc3n2Cc2ccc(F)cc2)cc1 | -1% | ? | 0%
CCc1ccccc1NC(=O)Cn1c(=O)n(CCCS(=O)(=O)C2CCCCC2)c(=O)c2ccccc21 | 17% | 14% | -12%
Cc1cccc(N2CCN(C(=O)c3ccc(NC(=O)c4nsc5ccccc45)cc3)CC2C)c1 (stereo not given) | -12% | -15% | -12%
CCCCCn1c(=O)[nH]c2cc(C(=O)NCc3ccc(OC)cc3)ccc2c1=O | 1% | 6% | 22%
Cc1ccc(-c2cc(NC(=O)COc3ccc(Cl)cc3C)on2)cc1 | ? | 15% | 15%
Cc1ccc2oc(=O)n(CCNC(=O)Nc3ccccc3C)c2c1 | -8% | -16% | 14%
CCOCCCNC(=O)C(c1ccc(OC)cc1)N(Cc1cccs1)C(=O)c1ccc(NC(C)=O)cc1 (stereo not given) | 1% | -1% | 3%
Cc1ccc(Cn2cnc3c(oc4ccccc43)c2=O)cc1 | 7% | 12% | -4%
Cc1ccc(-c2nc3cccnc3s2)cc1NC(=O)Cc1ccccc1 | 4% | 60%[activator] | 4%
CCOC(=O)c1ccccc1NC(=O)c1cc2c(=O)oc3ccc(C)cc3c2s1 | -20% | 2% | 0%
COc1ccc(CCNC(=O)Cn2nc(C)n3c(cc4cc(F)ccc43)c2=O)cc1OC | -7% | 0% | 3%
COc1ccc(C(=O)NNc2ncnc3c2cnn3-c2ccc(C)cc2C)cc1 | -8% | 6% | -6%
CCn1cc(C(=O)NCCN(CC(C)C)CC(C)C)c(=O)c2cc(S(=O)(=O)N(C)C3CCCCC3)ccc21 | 5% | 0% | 3%
CCOc1ccccc1NC(=O)Cn1c(=O)n(Cc2ccccc2)c(=O)c2c(C)c(C)sc21 | 7% | -9% | 12%
CCOc1ccccc1NC(=O)Cn1c(=O)n(Cc2ccccc2)c(=O)c2c3c(sc21)CN(C(C)=O)CC3 | 10% | -4% | 0%
COCCNC(=O)Cn1nc(N2CCN(c3ccccc3OC)CC2)ccc1=O | 0% | -9% | 5%
COc1ccc(C2CC(=O)Nc3c2c(=O)n(C)c2nc4ccccc4n32)cc1 (stereo not given) | -3% | -1% | 9%
Cc1cc(N2CCCCC2)nc2ccc(NC(=O)c3cccc(Cl)c3)cc12 | -17% | ? | ?
CC1CCCCN1C(=O)CSc1nnc(-c2ccccc2Cl)o1 (stereo not given) | 2% | 11% | 3%
COc1ccc(CCNC(=O)CCCn2c(=O)c3ccccc3n(CC(=O)Nc3cc(Cl)ccc3C)c2=O)cc1OC | 8% | 14% | -23%
Cc1ccccc1Cn1c(=O)n(CCc2ccccc2)c(=O)c2ccccc21 | -13% | 8% | 12%
COc1ccccc1Nc1nn2c(=O)c3ccc(C(=O)Nc4ccc(F)cc4)cc3nc2s1 | ? | 11% | 1%
CCn1c(=O)c2cc(C(=O)N(CCN(C)C)Cc3ccccc3)sc2c2ccccc21 | 0% | -29% | -24%
COc1ccc(NC(=O)Cn2cnc3ccc(S(=O)(=O)N4CCC(C)CC4)cc3c2=O)cc1Cl | 7% | -4% | -2%
SMILES | KB-V1 MDR tox | ATXN2 expr inh | KB-3-1 cytotox
Cc1cc(SCC(=O)NCc2ccccc2)nc(=O)[nH]1 | 0% | 6% | -6%
CC1=C(C(=O)Nc2cccc(C(F)(F)F)c2)C(c2ccccc2)n2ncnc2N1 (stereo not given) | ? | -2% | 4%
Cc1cccc(C(C)C)c1NC(=O)C1CCCN1S(=O)(=O)c1cccc2nsnc12 (stereo not given) | ? | -17% | -18%
CC(C)Oc1ccc(C(=O)N2CCN(CCc3ccccn3)CC2)cc1 | -9% | -2% | -5%
COc1cc(OC)c(NC(=O)Cn2cnc3c(nc4n3CCCCC4)c2=O)cc1Cl | 25% | 6% | 16%
COc1ccc(N2CC(NC(=O)Cc3cccs3)CC2=O)cc1OC (stereo not given) | ? | -3% | 21%
Cc1ccc(-n2c3c(c(=O)[nH]c2=O)C(NC(=O)c2ccccc2F)(C(F)(F)F)C(=O)N3)cc1C (stereo not given) | 6% | 9% | 13%
CC(=O)Nc1cccc(C(=O)NCc2ccc3c(c2)CCN3C(=O)c2ccccc2)c1 | -3% | -15% | -3%
CCCCN(C)c1nnc(NC(=O)Nc2ccc(Br)c(C)c2)s1 | 5% | -5% | 0%
Cc1cccc(C)c1NS(=O)(=O)c1ccc(NS(=O)(=O)c2ccc3c(c2)OCCO3)cc1 | 0% | -18% | -14%

The list is partial; count on the stated rates, not on these rows.
